Compound activity deposited in PubChem by Broad Institute.
NSD2 inh: inhibitors of human NSD2, primary screen, biochemical, plate reader, single point. Histone-lysine N-methyltransferase NSD2 (Homo sapiens), O96028. NSD2-SET H3K36me1 DELFIA fluorescence. inhibition, % at 12.5 µM. 44,000 compounds, 0.07% hits; in the data active means inhibition above about 54%, passing the limit was not always enough;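 further: inhibitors reduce the monomethyl H3K36 fluorescence signal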
Target sequence (O96028 whole entry, looked up): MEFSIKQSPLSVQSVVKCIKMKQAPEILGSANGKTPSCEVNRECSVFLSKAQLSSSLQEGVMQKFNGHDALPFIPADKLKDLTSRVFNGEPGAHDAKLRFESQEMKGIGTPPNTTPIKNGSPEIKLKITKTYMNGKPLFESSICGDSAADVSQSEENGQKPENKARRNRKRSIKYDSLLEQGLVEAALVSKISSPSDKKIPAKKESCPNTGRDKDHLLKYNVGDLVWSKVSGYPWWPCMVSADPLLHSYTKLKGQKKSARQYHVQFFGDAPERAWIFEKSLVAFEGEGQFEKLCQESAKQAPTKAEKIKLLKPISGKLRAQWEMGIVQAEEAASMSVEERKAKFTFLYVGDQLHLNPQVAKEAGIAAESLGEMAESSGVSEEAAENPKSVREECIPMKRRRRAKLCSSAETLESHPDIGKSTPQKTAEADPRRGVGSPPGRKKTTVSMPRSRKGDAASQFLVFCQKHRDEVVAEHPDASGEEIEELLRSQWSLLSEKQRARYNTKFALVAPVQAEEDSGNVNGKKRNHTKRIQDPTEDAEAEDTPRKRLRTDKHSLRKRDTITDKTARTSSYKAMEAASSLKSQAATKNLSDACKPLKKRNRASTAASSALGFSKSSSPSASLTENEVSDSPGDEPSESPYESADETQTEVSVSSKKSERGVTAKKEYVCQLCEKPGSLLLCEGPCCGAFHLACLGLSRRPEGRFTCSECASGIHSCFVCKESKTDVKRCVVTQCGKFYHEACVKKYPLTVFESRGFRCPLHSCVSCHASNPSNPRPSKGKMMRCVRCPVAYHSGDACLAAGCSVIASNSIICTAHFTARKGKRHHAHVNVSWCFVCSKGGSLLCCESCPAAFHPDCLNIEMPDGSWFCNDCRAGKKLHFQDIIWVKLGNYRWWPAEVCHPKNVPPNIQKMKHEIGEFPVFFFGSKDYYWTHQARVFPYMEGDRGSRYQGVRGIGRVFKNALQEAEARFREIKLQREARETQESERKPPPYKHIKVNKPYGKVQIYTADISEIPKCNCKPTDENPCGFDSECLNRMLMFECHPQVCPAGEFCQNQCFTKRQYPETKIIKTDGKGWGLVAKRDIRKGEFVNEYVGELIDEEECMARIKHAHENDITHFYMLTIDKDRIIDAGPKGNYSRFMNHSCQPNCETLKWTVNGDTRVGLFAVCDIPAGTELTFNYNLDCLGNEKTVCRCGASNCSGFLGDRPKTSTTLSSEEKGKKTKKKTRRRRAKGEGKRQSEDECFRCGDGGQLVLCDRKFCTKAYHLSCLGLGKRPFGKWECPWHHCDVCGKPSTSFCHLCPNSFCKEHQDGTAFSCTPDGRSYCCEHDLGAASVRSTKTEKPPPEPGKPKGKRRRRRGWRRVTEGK
* marks the source's active call; other numbers are inactive results. This is a subset. The share of hits here may be higher or lower than overall.

NSD2 inh	structure
11	O=C(NCc1nc2ccccc2[nH]1)C1=C[C@H](c2ccc3c(c2)OCO3)C[C@H](OCCCCO)O1
4	C[C@@H]1CN([C@H](C)CO)C(=O)c2cc(-c3cccc(C(=O)N(C)C)c3)cnc2O[C@H]1CN(C)S(=O)(=O)c1cccc(F)c1
4	COc1ccc(NC(=O)Nc2ccc3c(c2)C(=O)N([C@H](C)CO)C[C@H](C)[C@@H](CN(C)Cc2ccc4c(c2)OCO4)OCCCC[C@H](C)O3)cc1
23	CNC[C@H]1OCCCC[C@H](C)Oc2ccc(N)cc2C(=O)N([C@H](C)CO)C[C@@H]1C
-6	C[C@@H]1CN([C@@H](C)CO)C(=O)c2cc(NC(=O)Nc3ccc(C(F)(F)F)cc3)ccc2O[C@@H]1CN(C)S(=O)(=O)c1ccccc1
6	O=C(C[C@@H]1CC[C@@H](NC(=O)c2ccncc2)[C@@H](CO)O1)NCC1CC1
6	C[C@H](CO)N1C[C@H](C)[C@@H](CN(C)C(=O)Nc2ccc3c(c2)OCO3)Oc2c(NC(=O)CCCCCC(=O)Nc3ccccc3N)cccc2C1=O
-5	O=C(CCCCCC(=O)Nc1ccccc1O)N/N=C/c1cc(O)ccc1[N+](=O)[O-]
7	C[C@H](CO)N1C[C@H](C)[C@H](CN(C)Cc2ccc(C(=O)Nc3ccccc3N)cc2)Oc2ccc(NC(=O)Cc3ccccc3)cc2C1=O
-8	O=C(CCCCC(=O)N/N=C/c1ccc(C(F)(F)F)cc1)NO
9	O=C(NCc1nc2ccccc2[nH]1)C1=C[C@H](c2ccccc2)C[C@H](OCCCCO)O1
-5	C[C@@H]1CN([C@H](C)CO)C(=O)c2cccc(NC(=O)c3cnccn3)c2O[C@@H]1CN(C)S(=O)(=O)c1cn(C)cn1
27	C[C@H](CO)N1C[C@H](C)[C@H](CN(C)Cc2cccc3c2OCCCO3)OCc2cn(nn2)CCCC1=O
-61	C[C@H](CO)N1C[C@H](C)[C@@H](CN(C)Cc2ccccc2)OCCCC[C@H](C)Oc2ccc(NS(=O)(=O)c3ccccc3)cc2C1=O
2	C[C@@H]1CN([C@@H](C)CO)C(=O)c2cc(C#Cc3ccc(F)cc3)cnc2O[C@@H]1CN(C)C
-4	C[C@H](CO)N1C[C@H](C)[C@@H](CN(C)C(=O)CCCN(C)C)OCCCC[C@H](C)Oc2ccc(NC(=O)Cc3ccccc3)cc2C1=O
4	C[C@H](CO)N1C[C@H](C)[C@H](CN(C)CC2CCOCC2)Oc2ncc(-c3cccc(F)c3)cc2C1=O
3	C[C@@H]1CN([C@H](C)CO)C(=O)CCCn2cc(nn2)CO[C@@H]1CN(C)Cc1ccc2c(c1)OCCN2C
3	COc1cccc(C#Cc2cnc3c(c2)C(=O)N([C@H](C)CO)C[C@H](C)[C@H](CN(C)C(C)=O)O3)c1
33	CNC[C@@H]1Oc2ccc(NS(=O)(=O)c3cccs3)cc2CC(=O)N([C@@H](C)CO)C[C@@H]1C

Five entries from above, reformatted.
SMILES,NSD2 inh
C[C@H](CO)N1C[C@H](C)[C@@H](CN(C)C(=O)Nc2ccc3c(c2)OCO3)Oc2c(NC(=O)CCCCCC(=O)Nc3ccccc3N)cccc2C1=O,6
O=C(CCCCCC(=O)Nc1ccccc1O)N/N=C/c1cc(O)ccc1[N+](=O)[O-],-5
C[C@H](CO)N1C[C@H](C)[C@H](CN(C)Cc2ccc(C(=O)Nc3ccccc3N)cc2)Oc2ccc(NC(=O)Cc3ccccc3)cc2C1=O,7
O=C(CCCCC(=O)N/N=C/c1ccc(C(F)(F)F)cc1)NO,-8
O=C(NCc1nc2ccccc2[nH]1)C1=C[C@H](c2ccccc2)C[C@H](OCCCCO)O1,9

(more compounds)
NSD2 inh	structure
1	C[C@@H]1CN([C@@H](C)CO)C(=O)c2cc(-c3ccc(C#N)cc3)cnc2O[C@H]1CN(C)C(=O)Nc1ccc(F)cc1
-7	Cc1ccc(S(=O)(=O)N(C)C[C@H]2Oc3ccc(NS(=O)(=O)c4ccc(Cl)cc4)cc3CC(=O)N([C@H](C)CO)C[C@H]2C)cc1
4	Cc1ccccc1-c1cnc2c(c1)C(=O)N([C@@H](C)CO)C[C@H](C)[C@@H](CN(C)CC1CCOCC1)O2
3	C[C@H](CO)N1C[C@H](C)[C@H](CN(C)S(=O)(=O)c2cn(C)cn2)Oc2ccc(NC(=O)CCCN(C)C)cc2CC1=O
0	C[C@@H]1CN([C@H](C)CO)C(=O)c2cc(NC(=O)Nc3cccc4ccccc34)ccc2O[C@@H](C)CCCCO[C@@H]1CN(C)C(=O)NC1CCCCC1
1	Cc1noc(C)c1S(=O)(=O)Nc1ccc2c(c1)CC(=O)N([C@H](C)CO)C[C@@H](C)[C@@H](CN(C)Cc1ccncc1)O2
5	CNC[C@H]1Oc2cc(C3=CCCC3)ccc2S(=O)(=O)N([C@H](C)CO)C[C@@H]1C
-2	C[C@H](CO)N1C[C@H](C)[C@H](CN(C)C(=O)Nc2ccc3c(c2)OCO3)Oc2c(NC(=O)C3CCCCC3)cccc2C1=O
-3	COc1ccc(S(=O)(=O)Nc2ccc3c(c2)C(=O)N([C@@H](C)CO)C[C@@H](C)[C@H](CN(C)C(=O)CCCN(C)C)OCCCC[C@H](C)O3)cc1
2	C[C@H](CO)N1C[C@H](C)[C@H](CN(C)C(=O)Nc2ccccc2)Oc2ccc(NC(=O)C3CC3)cc2C1=O
-2	[N-]=[N+]=Nc1ccccc1C[C@@]1(C(=O)N2CCOCC2)N=C(c2ccc(OCCCO)cc2)O[C@@H]1c1ccccc1
0	C[C@H](CO)N1C[C@H](C)[C@@H](CN(C)CC2CCCCC2)Oc2ccc(NS(=O)(=O)c3cccs3)cc2C1=O
1	C[C@H](CO)N1C[C@H](C)[C@@H](CN(C)Cc2ccccc2)OCCCC[C@H](C)Oc2ccc(NS(C)(=O)=O)cc2C1=O
1	COc1ccc(CN(C)C[C@@H]2OCCCC[C@@H](C)Oc3ccc(NC(=O)Nc4c(C)noc4C)cc3C(=O)N([C@H](C)CO)C[C@H]2C)cc1
-1	CC(C)NC(=O)N(C)C[C@H]1Oc2ccc(NC(=O)CCCN(C)C)cc2C(=O)N([C@H](C)CO)C[C@@H]1C
-9	C[C@@H]1CCCCO[C@H](CN(C)Cc2ccc(C(F)(F)F)cc2)[C@H](C)CN([C@@H](C)CO)C(=O)c2cc(NC(=O)NC3CCCCC3)ccc2O1
5	O=C(C[C@H]1C=C[C@H](NC(=O)C2CC2)[C@H](CO)O1)NCc1ccncc1
4	C[C@@H]1CN([C@@H](C)CO)C(=O)c2cc(-c3ccccc3)cnc2O[C@H]1CN(C)C(=O)Cc1cccnc1
2	C[C@@H]1CN([C@@H](C)CO)C(=O)Cc2cc(NC(=O)NC3CCCCC3)ccc2O[C@@H]1CN(C)S(=O)(=O)c1ccc(Cl)cc1
-1	COc1ccc(S(=O)(=O)N(C)C[C@@H]2Oc3c(NS(C)(=O)=O)cccc3C(=O)N([C@H](C)CO)C[C@@H]2C)cc1

Arranged by value in NSD2 inh (high to low): 4 of the compounds above
NSD2 inh	structure
5	O=C(C[C@H]1C=C[C@H](NC(=O)C2CC2)[C@H](CO)O1)NCc1ccncc1
4	C[C@@H]1CN([C@@H](C)CO)C(=O)c2cc(-c3ccccc3)cnc2O[C@H]1CN(C)C(=O)Cc1cccnc1
0	C[C@H](CO)N1C[C@H](C)[C@@H](CN(C)CC2CCCCC2)Oc2ccc(NS(=O)(=O)c3cccs3)cc2C1=O
-2	C[C@H](CO)N1C[C@H](C)[C@H](CN(C)C(=O)Nc2ccc3c(c2)OCO3)Oc2c(NC(=O)C3CCCCC3)cccc2C1=O

More structures follow.
NSD2 inh	structure
-2	C[C@@H]1CN([C@H](C)CO)C(=O)c2cc(-c3cccc(C#N)c3)cnc2O[C@H]1CN(C)C(=O)c1ccccn1
-3	O=C(N/N=C/c1ccncc1Br)c1ccccn1
-5	COc1ccc(NC(=O)N(C)C[C@@H]2Oc3ccc(NC(=O)Nc4ccc(F)cc4)cc3CC(=O)N([C@H](C)CO)C[C@H]2C)cc1
-2	C[C@H]1CN([C@@H](C)CO)C(=O)c2cc(NC(=O)Nc3ccc4c(c3)OCO4)ccc2O[C@H]1CN(C)Cc1ccc(C(=O)Nc2ccccc2N)cc1
-2	CCCN(C)C[C@@H]1Oc2ncc(-c3cccc(C(=O)N(C)C)c3)cc2C(=O)N([C@H](C)CO)C[C@@H]1C
0	C[C@H](CO)N1C[C@H](C)[C@@H](CN(C)C)Oc2cc(-c3ccccc3F)ccc2S1(=O)=O
-5	Cc1cc(C)cc(N2C(=O)CSC2c2cccc([N+](=O)[O-])c2)c1 (stereo not drawn)
-3	CCC(=O)N(C)C[C@@H]1Oc2ncc(C#CCc3ccccc3)cc2C(=O)N([C@H](C)CO)C[C@@H]1C
3	C[C@@H]1CN([C@H](C)CO)C(=O)c2cccc(NC(=O)Nc3ccc(C(F)(F)F)cc3)c2O[C@@H]1CN(C)C
-1	C[C@H](CO)N1C[C@H](C)[C@@H](CN(C)S(=O)(=O)c2ccccc2)Oc2ccc(NC(=O)Nc3ccc(F)cc3)cc2C1=O
1	C[C@H]1CN([C@@H](C)CO)C(=O)Cc2cc(NS(=O)(=O)c3cccs3)ccc2O[C@H]1CN(C)Cc1ccc2c(c1)OCO2
4	C[C@H](CO)N1C[C@H](C)[C@H](CN(C)Cc2cncnc2)Oc2ncc(-c3cccc(C#N)c3)cc2C1=O
22	C[C@H](CO)N1C[C@H](C)[C@@H](CN(C)CC2CC2)Oc2ccc(NS(=O)(=O)c3ccccc3)cc2CC1=O
-1	C[C@H](CO)N1C[C@H](C)[C@@H](CN(C)C(=O)Nc2ccccc2)Oc2ccc(NS(=O)(=O)c3cccs3)cc2C1=O
0	CC(C)NC(=O)N(C)C[C@H]1Oc2ccc(NC(=O)CCCN(C)C)cc2C(=O)N([C@@H](C)CO)C[C@@H]1C
-3	CCO[C@@H]1OC(C(=O)N2CCOCC2)=C[C@H](c2ccccc2)[C@H]1CCCO
8	Cc1noc(C)c1NC(=O)Nc1ccc2c(c1)CC(=O)N([C@@H](C)CO)C[C@@H](C)[C@@H](CN(C)CC1CC1)O2
-2	C[C@H]1CN([C@@H](C)CO)S(=O)(=O)c2ccc(Br)cc2O[C@@H]1CN(C)Cc1cccnc1
-4	COc1ccc(S(=O)(=O)Nc2ccc3c(c2)C(=O)N([C@@H](C)CO)C[C@H](C)[C@@H](CN(C)Cc2ccccc2)OCCCC[C@H](C)O3)cc1
-3	CC(C)CC#Cc1ccc2c(c1)O[C@H](CN(C)C(=O)C1CCOCC1)[C@@H](C)CN([C@H](C)CO)S2(=O)=O
5	C[C@H]1CN([C@@H](C)CO)S(=O)(=O)c2ccc(C3=CCCC3)cc2O[C@H]1CN(C)C(=O)c1cccnc1
0	Cc1ccc(-c2cnc3c(c2)C(=O)N([C@H](C)CO)C[C@H](C)[C@H](CN(C)C(=O)CN(C)C)O3)cc1
-10	COc1ccc(CN(C)C[C@@H]2Oc3c(NC(=O)Nc4c(C)noc4C)cccc3C(=O)N([C@@H](C)CO)C[C@@H]2C)cc1
-2	Cc1ccc(S(=O)(=O)Nc2ccc3c(c2)C(=O)N([C@@H](C)CO)C[C@H](C)[C@@H](CN(C)Cc2ccc(C(=O)Nc4ccccc4N)cc2)OCCCC[C@@H](C)O3)cc1
1	COc1cc2c(cc1OC)CN(C(=O)[C@H]1[C@@H]3C(=O)O[C@@H](c4ccccc4)[C@@H](c4ccccc4)N3[C@@H](c3ccc(OCCO)cc3)[C@]13C(=O)Nc1ccccc13)CC2
6	C[C@H]1CN([C@@H](C)CO)C(=O)c2cccc(NC(=O)c3cnccn3)c2O[C@@H]1CN(C)S(=O)(=O)c1ccc(Cl)cc1
1	C[C@@H]1CN([C@@H](C)CO)C(=O)c2cc(NC(=O)CCCN(C)C)ccc2O[C@@H]1CN(C)S(C)(=O)=O
-2	C[C@H]1CN([C@@H](C)CO)C(=O)Cc2cc(NC(=O)C3CC3)ccc2O[C@H]1CN(C)S(=O)(=O)c1ccc(F)cc1
1	CCC(=O)N(C)C[C@H]1Oc2cc(-c3ccccc3C)ccc2S(=O)(=O)N([C@@H](C)CO)C[C@H]1C
-4	CC(=O)CC(c1ccc([N+](=O)[O-])cc1)c1c(O)c2ccccc2oc1=O (stereo not drawn)
8	CCC(=O)N(C)C[C@@H]1Oc2ncc(C#Cc3ccccc3)cc2C(=O)N([C@H](C)CO)C[C@H]1C
10	C[C@@H]1CN([C@H](C)CO)S(=O)(=O)c2ccc(C#CCC3CCCC3)cc2O[C@H]1CN(C)C(=O)CN(C)C
-1	CCOc1ccccc1OC(c1ccccc1)C1CNCCO1 (stereo not drawn)
98	C/C=C/c1cnc2c(c1)C(=O)N([C@H](C)CO)C[C@H](C)[C@H](CN(C)S(=O)(=O)c1cccs1)O2
-14	C[C@@H]1CN([C@@H](C)CO)C(=O)Cc2cc(NC(=O)CCN3CCOCC3)ccc2O[C@H]1CN(C)C(=O)Nc1cccc2ccccc12
7	CCC(=O)N(C)C[C@H]1Oc2cc(C#Cc3cccnc3)ccc2S(=O)(=O)N([C@H](C)CO)C[C@H]1C
-2	C[C@H]1CN([C@@H](C)CO)C(=O)c2cccc(NS(=O)(=O)c3ccccc3)c2O[C@@H]1CN(C)Cc1ccc(Oc2ccccc2)cc1
1	CC(C)NC(=O)Nc1ccc2c(c1)C(=O)N([C@@H](C)CO)C[C@@H](C)[C@H](CN(C)C(=O)NC1CCCCC1)OCCCC[C@H](C)O2
28	CC(C)NC(=O)N(C)C[C@H]1OCCCC[C@H](C)Oc2ccc(NC(=O)CCC(F)(F)F)cc2C(=O)N([C@H](C)CO)C[C@@H]1C
-4	COc1ccc(S(=O)(=O)N(C)C[C@@H]2Oc3ccc(NC(=O)CCCCCC(=O)Nc4ccccc4N)cc3C(=O)N([C@H](C)CO)C[C@@H]2C)cc1
